Screening data from PubChem.
IMPase Li inh – qHTS Assay for Identifying the Cell-Membrane Permeable IMPase Inhibitors: Potentiation with Lithium; CHO-M1 cells, IP1 TR-FRET (IP-One), carbachol + lithium; Potency, µM (doses to about 59.4 µM), for the others: at the highest dose activity, negative = IMPase inhibition, hits mostly inhibitors; actives 0.35% (n = 210,000);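 further: IP1 builds up when IMPase is blocked and the TR-FRET signal falls; potency means the concentration at half of the fitted maximal effect; plate controls were basal vehicle for no effect and high inhibitor control for full effect; nearly all actives have a fitted effect of over 50% in size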
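Readout is a homogeneous TR-FRET IP1 immunoassay (Ex 320, Em 665 and 620), where raised cytosolic IP1 lowers signal. Cells were CHO-M1 treated 30 min at 37C with test compounds plus a little lithium; AC50 values came from Hill-equation fitting.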
HTT aggregate – qHTS Multiplex Assay to Identify Dual Action Probes in a Cell Model of Huntington: Aggregate Formation (GFP); PC12 HttQ103-GFP aggregates, Acumen cytometry, 40 h; Potency, µM (highest dose often 46.1 µM), for inactives: top-dose activity change, negative = inhibition, most hits filed as inhibitors; AID 1688, 2009; actives 1.1% (n = 220,000); further: potency means the concentration at half of the fitted maximal effect; on the % scale 0 is the no-effect control and ±100 the full control effect; nearly all actives have a fitted effect of over 60% in size
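Aggregate formation scored by laser-scanning cytometer (488 excitation, 500–530 emission) in lysed PC12 cells expressing Q103-GFP after 100 nM tebufenozide induction; library tested in dose series, with ATPLite reagent added in the multiplex.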
NPSR antag – qHTS Assay for Antagonists of the Neuropeptide S Receptor: cAMP Signal Transduction. Q6W5P4. CHO-NPSR cells, cAMP TR-FRET, antagonist mode. Potency, µM (titrated, usually from 38.3 µM), for the others: at the highest dose activity change, negative = inhibition, actives largely listed as inhibitors. actives 1% (n = 220,000); further: potency means the concentration at half of the fitted maximal effect; on the % scale 0 is the no-effect control and ±100 the full control effect; nearly all actives have a fitted effect of over 50% in size; many of its hits are not listed in these tables
Target sequence (Q6W5P4 whole entry, looked up): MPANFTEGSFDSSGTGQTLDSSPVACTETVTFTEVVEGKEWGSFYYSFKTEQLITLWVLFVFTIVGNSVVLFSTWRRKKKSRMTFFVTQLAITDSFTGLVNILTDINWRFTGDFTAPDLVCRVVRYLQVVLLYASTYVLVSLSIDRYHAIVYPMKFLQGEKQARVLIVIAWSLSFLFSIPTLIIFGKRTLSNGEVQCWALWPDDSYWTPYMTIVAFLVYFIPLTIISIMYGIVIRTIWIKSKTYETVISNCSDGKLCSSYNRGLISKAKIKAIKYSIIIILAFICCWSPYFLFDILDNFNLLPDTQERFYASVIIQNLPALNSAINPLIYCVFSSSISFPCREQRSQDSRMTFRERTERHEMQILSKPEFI
LMNA splice mod – qHTS Assay for Modulators of Lamin A Splicing. AID 1487, 2009. Potency, µM (top dose mostly 46.1 µM), without a hit: at the highest dose ratio change, negative = inhibition, most hits filed as inhibitors. actives 0.01% (n = 200,000). HeLa LMNA splicing GFP/RFP minigene ratio, 48 h; active means well fitted inhibition curve with a large enough effect in the signal ratio, with a control signal flat, not every such curve was filed as active; inconclusive means small, poorly fitted or top-dose-only effect, or effect the other way, or a change in a side signal; the % refers to the signal ratio; further: potency means the concentration at half of the fitted maximal effect; on the % scale 0 is the no-effect control and ±100 the full control effect
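S3 HeLa cells stably expressing lamin A-EGFP splicing minigene plus DsRed2, 600 cells/well, 48 h compound exposure at 37C. Laser-scanning cytometry; analysed as GFP (500-530 nm)/RFP (575-640 nm) total intensity ratio; 0.5% DMSO vehicle.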
CBFb-RUNX1 inh – qHTS Assay for Compounds Blocking the Interaction Between CBF-beta and RUNX1 for the Treatment of Acute Myeloid Leukemia; Runt-related transcription factor 1 (Homo sapiens) + Core-binding factor subunit beta …; AlphaScreen CBFb-His/RUNX1-biotin binding, biochemical; Potency, µM (titrated, usually from 59.8 µM), for inactives: at the highest dose activity, negative = inhibition, hits mostly inhibitors; 230,000 tested, under 10 active; AID 1477, 2009; further: % of control where 0% means no effect
Target sequence (Q01196 whole entry, looked up): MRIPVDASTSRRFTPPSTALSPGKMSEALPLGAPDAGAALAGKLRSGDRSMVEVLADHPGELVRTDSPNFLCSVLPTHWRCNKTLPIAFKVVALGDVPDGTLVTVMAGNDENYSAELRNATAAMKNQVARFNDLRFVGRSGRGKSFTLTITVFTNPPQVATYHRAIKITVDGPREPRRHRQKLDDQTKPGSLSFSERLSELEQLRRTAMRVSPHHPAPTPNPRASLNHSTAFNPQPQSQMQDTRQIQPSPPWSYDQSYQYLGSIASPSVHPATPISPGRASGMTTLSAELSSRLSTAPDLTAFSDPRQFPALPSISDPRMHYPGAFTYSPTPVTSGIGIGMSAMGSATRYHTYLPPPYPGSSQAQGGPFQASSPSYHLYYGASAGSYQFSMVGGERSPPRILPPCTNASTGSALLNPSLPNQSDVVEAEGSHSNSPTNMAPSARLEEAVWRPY
Target sequence (Q13951 whole entry, looked up): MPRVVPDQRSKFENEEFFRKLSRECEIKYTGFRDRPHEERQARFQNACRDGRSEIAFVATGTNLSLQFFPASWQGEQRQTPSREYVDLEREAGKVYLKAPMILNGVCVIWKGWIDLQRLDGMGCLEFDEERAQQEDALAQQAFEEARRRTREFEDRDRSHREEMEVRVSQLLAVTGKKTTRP
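Bead-based AlphaScreen assay; binding partners His-tagged CBF-beta and biotinylated RUNX1 at 30 nM each. Compound exposure 15 min after a 20-min protein preincubation; bead step 90 min; all steps at room temperature.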
Epigenetic reg – Quantitative High-Throughput Screen for Regulators of Epigenetic Control; Potency, µM (highest dose often 53.9 µM), for the others: at the top dose GFP activation, actives largely listed as activators; actives 0.2% (n = 280,000); murine LDR cells, GFP reporter derepression, 30 h; further: potency means the concentration at half of the fitted maximal effect; % of control where 0% means no effect; nearly all actives have a fitted effect of over 60% in size
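GFP-positive cell count by laser-scanning cytometry (objects 20–120 um) after 30 h, 37 C compound exposure of murine LDR cells; reporter is CMV-GFP integrated at a silenced locus, inducible by HDAC or DNMT inhibitors.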
KinaseGlo FLuc – Counterscreen for Luciferase (Kinase-Glo TM) Inhibition | Luciferin 4-monooxygenase (Photuris pensylvanica), Q27757 | Kinase-Glo luciferase, ATP luminescence, 8 min | Potency, µM (highest dose often 38.3 µM), for the others: at the top dose activity change, negative = inhibition, hits mostly inhibitors | actives 0.28% (n = 200,000); further: potency means the concentration at half of the fitted maximal effect; on the % scale 0 is the no-effect control and ±100 the full control effect; nearly all actives have a fitted effect of over 60% in size
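Recombinant Kinase-Glo luciferase, 10 uM ATP (linear range), luciferin; imidazole pH 7.2 / KCl / MgCl2 / Tween / BSA buffer; 8 min RT; luminescence.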
* = called active by the depositor; ? = inconclusive; · = no result given; & = joins results of further samples; [ ] = another dose, or the depositor's remark. Unless noted, the call rests on the fitted dose curve; in most records, active means well fitted curve in the direction sought with a large enough effect; inconclusive means small, poorly fitted or top-dose-only effect, or another doubt; inactive means no such curve, though single readings can be large; an effect the other way counts as inactive or inconclusive.

SMILES	IMPase Li inh	HTT aggregate	NPSR antag	LMNA splice mod	CBFb-RUNX1 inh	Epigenetic reg	KinaseGlo FLuc
Nc1sc2c(c1C(=O)NC1CCS(=O)(=O)C1)CCCC2 (stereo not drawn)	17%[38.3 µM]	17%	-4%[46.1 µM]	-5%	-1%	0.0%	-3%
CCCOc1ccc(CC(=O)NCC2(c3ccccc3)CCOCC2)cc1OC	-5%[38.3 µM]	-24%	-9%[46.1 µM]	5%	5%	-1.1%	1%
CCOC(=O)C1(Cc2cccc(F)c2)CCN(C(=O)c2cnc(C)cn2)CC1	6%	5%[9.22 µM]	0%	·	24%	1.1%	-2%
CCOCCCNC(=O)CCC(=O)NNc1nc2ccccc2c2nc(-c3ccccc3)nn12	0%	-20%	20%	?	-2%	-0.3%&0.0%	-1%
Cc1ccc(CN(c2ccc(C(=O)N3CCOCC3)cc2)S(C)(=O)=O)cc1	1%[38.3 µM]	3%[9.22 µM]	-10%[46.1 µM]	7%	1%	-2.4%	-3%
Cc1nonc1NC(=O)CSc1nc(C2CCCCC2)nc2ccccc12	6%[38.3 µM]	?	?	1%	?	-1.0%	2%
Cc1[nH]n(C(N)=S)c(=O)c1N=Nc1cc(-c2ccc(Br)cc2)[nH]n1	5%	-12%	-18%	?	-5%	-0.1%	1%
COc1ccc(NCN2C(=O)CCC2=O)cc1	30%[38.3 µM]	4%	-3%[46.1 µM]	12%	3%	1.1%	-5%
CC(=O)Nc1cccc(C(=O)/C=C/c2ccc(F)cc2)c1	5%	3%	-2%	?	8%	?	-1%
O=[N+]([O-])c1ccc(OCCO)c(P(=O)(c2ccccc2)c2ccccc2)c1	·	1%[9.22 µM]	-28%	·	0%	-6.2%	·
Cc1nc2ccccc2cc1C(=O)O	12%[38.3 µM]	-3%	6%[46.1 µM]	20%	1%	2.1%	1%
Cc1c(CN2CCC(CO)(CCOc3ccccc3)CC2)[nH]c2c(Cl)cccc12	23%	21%[9.22 µM]	?	?	-10%	3.8%	-1%
Cc1nnc(SCC(=O)Nc2ccc3c4c(cccc24)CC3)n1C	8%[38.3 µM]	-12%	-11%[46.1 µM]	-13%	0%	-7.9%	-3%
COc1ccccc1N1CCN(C[C@@H](O)COc2cccc3ccccc23)CC1	32%&-2%[activator]	·	·	?	10%&-5%[21.7 µM]	-0.2%	0%
COC(=O)c1ccc(N2C(=O)c3ccc(OC)c(OC)c3C2=O)cc1	-6%[38.3 µM]	14%	-2%[46.1 µM]	3%	6%	0.0%	-1%
O=C(COc1ccc(C(=O)c2ccccc2)cc1)NC1CCCCCC1	5%	-25%	-19%	?	3%	0.0%	2%
CN1C(=S)SC(N(O)C=C2C=CC(=O)C=C2)C1(C)C (stereo not drawn)	34%[38.3 µM]	-19%	-13%[46.1 µM]	1%	4%	0.1%	-1%
O=C(Cn1nnc(-c2ccccc2NC(=O)c2cccs2)n1)Nc1ccccc1	2%[38.3 µM]	6%	?	20%	7%	?	14%
Cc1cc(NC(=O)CCc2ccc(C)o2)no1	3%[38.3 µM]	11%	-1%[46.1 µM]	9%	4%	-2.6%	-1%
CN(C)CCCn1c(SCCN2C(=O)c3ccccc3C2=O)nc2ccccc2c1=O	11%	0%	8%	?	-1%	1.3%	0%
CC(C)[C@H](NC(=O)c1cccc(S(=O)(=O)N2CCOCC2)c1)C(=O)Nc1nc2ccccc2s1	3%	-4%	12%	?	-7%	0.0%	-1%
Cc1[nH]c(=O)[nH]c(=O)c1/C=N/NC(=O)[C@H](CC(C)C)NC(=O)OC(C)(C)C	5%	-1%	-2%[46.1 µM]	-8%	10%	-0.2%	0%
Cc1cc(C)cc(NS(=O)(=O)c2ccc3c(c2)c(=O)n(C)c(=O)n3C)c1	20%[38.3 µM]	8.9µM*	-2%[46.1 µM]	?	0%	-1.0%	-3%
N/C(COc1cccc(Cl)c1)=N\O	·	0%[9.22 µM]	8%	·	5%	-1.1%	·
COc1ccc(C(C)(C)C)cc1NC(=S)NCCN1CCOCC1	·	4%	-7%[46.1 µM]	-19%	-2%	1.0%	·

Whole records, quoted from the list.
Cc1c(CN2CCC(CO)(CCOc3ccccc3)CC2)[nH]c2c(Cl)cccc12 is listed with IMPase Li inh = 23%; HTT aggregate = 21%[9.22 µM]; NPSR antag = ?; LMNA splice mod = ?; CBFb-RUNX1 inh = -10%; Epigenetic reg = 3.8%; KinaseGlo FLuc = -1%
Cc1cc(NC(=O)CCc2ccc(C)o2)no1 is listed with IMPase Li inh = 3%[38.3 µM]; HTT aggregate = 11%; NPSR antag = -1%[46.1 µM]; LMNA splice mod = 9%; CBFb-RUNX1 inh = 4%; Epigenetic reg = -2.6%; KinaseGlo FLuc = -1%
Cc1[nH]c(=O)[nH]c(=O)c1/C=N/NC(=O)[C@H](CC(C)C)NC(=O)OC(C)(C)C is listed with IMPase Li inh = 5%; HTT aggregate = -1%; NPSR antag = -2%[46.1 µM]; LMNA splice mod = -8%; CBFb-RUNX1 inh = 10%; Epigenetic reg = -0.2%; KinaseGlo FLuc = 0%

The listing picks up with the two entries that preceded the break.
SMILES	IMPase Li inh	HTT aggregate	NPSR antag	LMNA splice mod	CBFb-RUNX1 inh	Epigenetic reg	KinaseGlo FLuc
N/C(COc1cccc(Cl)c1)=N\O	·	0%[9.22 µM]	8%	·	5%	-1.1%	·
COc1ccc(C(C)(C)C)cc1NC(=S)NCCN1CCOCC1	·	4%	-7%[46.1 µM]	-19%	-2%	1.0%	·
COc1ccc(NC(C)=O)cc1S(=O)(=O)NC(Cc1ccccc1)C(=O)O (stereo not drawn)	·	4%[9.22 µM]	18%	·	6%	-0.1%	·
O=C1CSC(=NC2CCCCC2)N1	8%[38.3 µM]	21%	8%[46.1 µM]	-12%	2%	-1.0%	0%
C[C@@H](C(=O)NCc1ccccn1)[C@@H]1C[C@@]1(C)[C@@H](NC(=O)OCc1ccccc1)c1ccccc1	13%&-3%	-4%	-7%	-5%	0%[2.36 µM]	-0.9%&-0.9%	-2%&-1%
COc1ccc(C(=O)OC(C(=O)c2ccccc2)c2ccccc2)cc1 (stereo not drawn)	-6%[38.3 µM]	8%	-15%[46.1 µM]	-7%	24%	-1.1%	0%
CNc1nc(-c2ccc([N+](=O)[O-])cc2)cs1	-5%[38.3 µM]	7%	-14%[46.1 µM]	-8%	-12%	-0.9%	-4%
O=C(Nc1ccc(F)cc1)c1ccc(-n2cncn2)c([N+](=O)[O-])c1	2%	3%	-4%	?	5%	-4.2%	3%
CCOC(=O)c1c(CN2CCN(C)CC2)n(-c2ccccc2)c2cc(Br)c(O)cc12	·	-10%[9.22 µM]	-30%	·	1%	4.4%	·
O=C(Nc1ccc(N2CCOCC2)cc1)C1CC(O)CN1S(=O)(=O)c1ccc(Cl)cc1 (stereo not drawn)	3%	-12%	15%	·	4%	-1.1%	0%
CC(Sc1nncn1C)C(=O)Nc1nnc(-c2ccccc2)s1 (stereo not drawn)	15%[38.3 µM]	-1%	4%[46.1 µM]	-10%	11%	0.8%	1%
Cc1ccc2c(c1)nnn2C1CCN(CC(=O)Nc2ccc(F)cc2)CC1	·	-9%[9.22 µM]	-27%	·	10%	8.6%	·
Cn1cc(C(=O)c2ccc(Cl)cc2Cl)cc1C(=O)N/N=C(\N)COc1ccc(Cl)cc1Cl	25%[38.3 µM]	?	-24%[46.1 µM]	?	-22%	1.3%	-3%
CC(C)(CO)N=C1NS(=O)(=O)c2cc([N+](=O)[O-])ccc21	0%	10µM*	19%	2%	7%	-6.9%	-2%
O=[N+]([O-])c1ccc(/C=N/NS(=O)(=O)c2ccc(Cl)cc2)o1	-7%	23%	5%	-13%	13%	16%	0%
CCCCN(C(=O)NC(=O)Nc1ccccc1OCC)S(C)(=O)=O	-13%[38.3 µM]	-2%	-15%[46.1 µM]	16%	-1%	-0.9%	-1%
Cc1nnc(CN(C)Cc2cn[nH]c2-c2ccc(-c3ccccc3)cc2)o1	14%	-6%	-3%	·	8%	-4.1%	3%
CC1CCCCN1C(=O)Cn1cnc2cc([N+](=O)[O-])ccc2c1=O (stereo not drawn)	10%	16%	-5%	-5%[46 µM]	-11%	-2.5%	0%
CCCC(=O)NC(=S)c1c(C)n(C)n(-c2ccccc2)c1=O	-3%	-15%	7%	-4%[46 µM]	2%	-1.3%	1%
NC(=S)N/N=C/c1cn(CCC(=O)O)nc1-c1cccc(Br)c1	·	3%[9.22 µM]	4%[7.67 µM]	·	-5%	-0.3%	·
COc1ccc(-n2ccnc2SCC(=O)NO)cc1	-2%	2%	54%	·	10%	-4.6%	0%
CCc1ccc2[nH]cc(C(=O)N3CCCCCC3)c(=O)c2c1	-1%[38.3 µM]	-11%	-1%[46.1 µM]	9%	1%	-1.2%	-3%
COc1ccc(OC)c(C(c2nnnn2Cc2ccccc2)N2CCN(C3CCCCC3)CC2)c1 (stereo not drawn)	22%[38.3 µM]	4%	-8%[46.1 µM]	5%	14%	0.0%	-5%
CC(C)C(=O)Nc1ccc(C(=O)N/N=C/C2CC3C=CC2C3)cc1 (stereo not drawn)	5%	0%	12%	3%	7%	-3.2%	2%
CNCCOc1ccccc1C(C)(C)C	23%[38.3 µM]	4%	-2%[46.1 µM]	-6%	-4%	1.8%	-5%
O=C(CCc1c[nH]c2ccccc12)NCc1ccco1	-5%	4%[9.22 µM]	14%	-12%[46 µM]	5%	-3.6%	-7%
CCC1Oc2ccccc2N(CC(=O)NCCCN2CCN(Cc3ccccc3)CC2)C1=O (stereo not drawn)	31%[38.3 µM]	-19%	-4%[46.1 µM]	-2%	-1%	0.0%	7%
c1ccn(-c2ncnc3sc4c(c23)CCCC4)c1	-18%[38.3 µM]	-6%	-1%[46.1 µM]	3%	-5%	-2.9%	1%
O=S(=O)(NCC1CCN(S(=O)(=O)c2ccccc2)CC1)c1ccccc1	23%[38.3 µM]	-10%	-18%[46.1 µM]	-6%	-3%	-1.1%	7%
CCOc1cc(C2C(C(=O)c3ccco3)=C(O)C(=O)N2CCc2ccccc2)ccc1O (stereo not drawn)	2%[38.3 µM]	30%	-8%[46.1 µM]	4%	-2%	-1.0%	-1%
CSc1ccc(NC(=O)Nc2ccc(C(=O)NCC(=O)O)cc2)cc1	·	14%[9.22 µM]	-14%	·	4%	2.4%	·

This is a subset (hit frequency here may not be typical).
